RTF Ca sens inh: cardiac RTF calcium desensitization; P19429+P45379; IANBD-labeled cardiac RTF, Ca2+ fluorescence; inhibition, % at 7.15 µM; 0.12% of 340,000 active; AID 493244;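 active = inhibition above the mean inhibition of all tested compounds plus 3 SD, cut at about 17% in these data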;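 note: assay run at fixed EC70 calcium of 1.6 mM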
cardiac RTF act: increases calcium sensitivity of human cardiac regulated thin filaments; P19429+P45379; IANBD-labeled TnC RTF fluorescence at EC20 calcium; 0% EC20 calcium, 100% full calcium; activation, % at 7.2 µM; 0.24% of 340,000 active; AID 493008;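 active = activation above the mean over all tested compounds plus 3 SD, cut at about 30% in these data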;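 note: rise in fluorescence read as greater calcium sensitivity of cardiac thin filaments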
CAL PDZ FP-1: CAL PDZ (human) peptide binding inhibition. 0.92% of 300,000 active. purified CAL PDZ, TMR-peptide fluorescence polarization, 1 h. inhibition, % at 24.9 µM. Q9HD26. AID 602252;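 active = mean inhibition of at least 30% with at least half of replicates also reaching 30%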;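 note: 0% = DMSO neutral control and 100% = excess unlabeled competitor peptide PRC23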
LANA DNA inh: blocks KSHV LANA C-terminal domain binding to DNA; MBP-C-LANA/FAM-LBS DNA binding, fluorescence polarization; inhibition, % at 9 µM; 0.078% of 340,000 active; AID 504423;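 active = highest replicate inhibition at or above 60% at 9 µM, even if other replicates fall short; inactive = all replicates below 60% inhibition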;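 note: 0% = neutral control wells and 100% = 4 µM acridine orange control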
PKA-R2B activ: PKA-R2B complex activation; P22694+P31323; PKA-R2B holoenzyme dissociation, Cy5-IP20 fluorescence polarization; R2B truncated from residue 108, S112A mutant; 0% DMSO only, 100% 113 µM cGMP; activation, % at 11.4 µM; 0.079% of 340,000 active;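 active = activation above a cutoff set at the mean over all compounds plus 3 SD, cut at about 18% in these data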;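 note: higher means more holoenzyme dissociation and a rise in polarization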
Keap1 Nrf2 FP: disrupts human Keap1 binding to Nrf2 peptide. 0.15% of 340,000 active. Q14145. inhibition, % at 9.4 µM. Keap1 Kelch-Nrf2 peptide fluorescence polarization, 1536-well; in the data active = inhibition above about 12%;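 note: human Keap1 Kelch domain with fluorescein labeled Nrf2 9mer peptide probe; 0% = neutral control wells and 100% = peptide positive control; higher means more block of Keap1 binding to Nrf2 peptide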
Rtt109 Vps75: inhibitors of Candida albicans Rtt109/Vps75 histone acetyltransferase. Q5AAJ8. purified Rtt109/Vps75, ThioGlo CoA-SH fluorescence, 4 h. inhibition, % at 34.9 µM. 0.16% of 330,000 active. AID 540336;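 active = inhibition of at least 50% in every replicate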
Target sequence (Q5AAJ8 whole entry, looked up): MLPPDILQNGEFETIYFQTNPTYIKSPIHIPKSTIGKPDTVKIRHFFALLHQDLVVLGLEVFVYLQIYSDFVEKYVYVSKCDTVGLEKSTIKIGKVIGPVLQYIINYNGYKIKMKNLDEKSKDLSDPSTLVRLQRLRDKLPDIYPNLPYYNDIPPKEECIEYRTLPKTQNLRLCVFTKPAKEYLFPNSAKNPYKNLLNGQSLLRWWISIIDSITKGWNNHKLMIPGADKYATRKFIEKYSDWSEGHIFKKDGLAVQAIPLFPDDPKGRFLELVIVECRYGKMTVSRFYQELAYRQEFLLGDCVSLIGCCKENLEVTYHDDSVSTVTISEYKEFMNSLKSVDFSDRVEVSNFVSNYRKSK
SR-BI uptake up: SR-BI HDL lipid transfer activation. CHO ldlA[mSR-BI] cells, DiI-HDL uptake fluorescence, 3 h; 100 = double the neutral-control signal. activation, % at 12.5 µM. 0.096% of 320,000 active. AID 504775;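 active = mean replicate activation of at least 60% and every replicate at or above 60%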;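 note: 0% = median plate neutral-control signal and 100% = twice that signal; values of inactives mirror those of a sister screen read the other way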
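Assay system: LDL receptor-deficient CHO ldlA cells overexpressing murine SR-BI / Medium: BSA-supplemented, HEPES-buffered Ham's F12, pH 7.4 / Probe or stimulus: DiI-labelled HDL at 10 µg/mL final / Timing: compound with DiI-HDL co-incubation, 3 h at 37 °C / Technique: bottom-read cell fluorescence after medium removal, ex 550/em 595 nm / Measure: HDL uptake via cellular fluorescence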
DAGLB inh: blocks human DAGLB lipase activity. 0.059% of 340,000 active. inhibition, % at 5.17 µM. Q8NCG7. AID 504411. HEK293T DAGLB membrane lysate, EnzChek fluorogenic substrate; in the data active = inhibition above about 34%;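 note: 0% = enzyme with vehicle and 100% = wells lacking enzyme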
Target sequence (Q8NCG7 whole entry, looked up): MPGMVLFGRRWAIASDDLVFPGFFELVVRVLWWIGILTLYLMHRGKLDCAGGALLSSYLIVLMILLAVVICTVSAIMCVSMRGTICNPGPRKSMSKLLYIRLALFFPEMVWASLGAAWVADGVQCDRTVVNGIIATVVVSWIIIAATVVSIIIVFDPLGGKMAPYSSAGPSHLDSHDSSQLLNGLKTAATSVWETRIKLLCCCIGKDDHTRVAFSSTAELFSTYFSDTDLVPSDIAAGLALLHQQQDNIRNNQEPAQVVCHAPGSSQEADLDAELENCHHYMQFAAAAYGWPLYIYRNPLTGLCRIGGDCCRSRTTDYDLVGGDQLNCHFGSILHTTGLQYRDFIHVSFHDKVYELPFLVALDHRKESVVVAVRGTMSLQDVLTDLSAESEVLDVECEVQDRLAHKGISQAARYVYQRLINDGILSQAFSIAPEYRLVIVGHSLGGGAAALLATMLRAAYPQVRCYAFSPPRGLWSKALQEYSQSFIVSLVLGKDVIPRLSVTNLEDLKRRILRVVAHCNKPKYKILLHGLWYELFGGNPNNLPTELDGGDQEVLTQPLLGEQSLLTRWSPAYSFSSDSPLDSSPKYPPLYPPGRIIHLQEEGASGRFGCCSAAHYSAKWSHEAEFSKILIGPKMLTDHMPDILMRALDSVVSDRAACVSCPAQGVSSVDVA
CAL PDZ FP-2: inhibitors of human CAL PDZ peptide binding | AID 504414 | purified CAL PDZ, TMR-peptide fluorescence polarization, 1 h | 0.02% of 330,000 active | inhibition, % at 20 µM | Q9HD26;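 active = highest replicate inhibition of at least 40%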;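 note: plate controls were DMSO neutral control wells for no effect and unlabeled competitor peptide control wells for full effect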
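Test system: purified CerCALP PDZ construct; Compound dosing: one concentration, 20 µM compound; Also added: TMR-labelled reporter peptide T*-PRC34 bound in PDZ groove; Read-out: inhibition from polarization loss; Controls: unlabelled peptide and DMSO controls; Signal: FP readout, S and P plane fluorescence; Incubation: 1 h at RT.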
An asterisk follows results filed as active; / = not tested or not shown.

compound | RTF Ca sens inh | cardiac RTF act | CAL PDZ FP-1 | LANA DNA inh | PKA-R2B activ | Keap1 Nrf2 FP | Rtt109 Vps75 | SR-BI uptake up | DAGLB inh | CAL PDZ FP-2
COc1ccccc1N1CCN(Cc2cccs2)CC1 | -2 | 1 | -3 | -1.6 | -15 | -4 | / | 8 | -3 | -2.5
CN1CCN(C(=O)c2cc(COc3ccc(F)cc3Cl)on2)CC1c1ccccc1 (centres undefined) | 16 | 2 | -7 | -0.4 | 1 | 1 | 1 | -38 | -5 | -1.0
CCCCCNC(=O)C(C#N)c1nc2ccccc2nc1N1CCCC1 (centres undefined) | -12 | 12 | -3 | -0.5 | -1 | -8 | 0 | -21 | -3 | -0.5
CC1CCCCC1NC(=O)C1CC=CCC1C(=O)O (centres undefined) | -9 | 6 | -3 | 0.7 | -9 | 1 | -2 | 5 | 0 | 1.1
NC(=O)CSc1nc2cc(S(=O)(=O)N3CCOCC3)ccc2o1 | -1 | 8 | 0 | -0.2 | 2 | 4 | -1 | 2 | 0 | 0.0
COC(=O)COC(=O)c1ccc(-n2nnnc2SC)cc1 | -6 | -1 | / | 2.2 | 6 | 2 | 10 | 2 | -4 | 0.0
CCCCCCCn1c2c(c(=N)c3ccccc31)CCC2 | -12 | 1 | -1 | -0.9 | -3 | -3 | 4 | -57 | 4 | -4.5
COc1ccc(-c2cc(C(=O)N3CCN(c4ncccn4)CC3)c3ccccc3n2)cc1 | 4 | 3 | -2 | -1.2 | -13 | -4 | -16 | -42 | -2 | -3.4
CCNCCC(=O)N1c2ccccc2Sc2ccc(C(F)(F)F)cc21 | -10 | 1 | -6 | -0.3 | -11 | -1 | 17 | 5 | -2 | -10
C=CCNC(=S)N1N=C(c2ccco2)CC1c1ccco1 (centres undefined) | -1 | -3 | -4 | 0.4 | 0 | 1 | -5 | 6 | 1 | 0.0
CC(CCc1ccccc1)NC(=O)c1ccc(F)cc1 (centres undefined) | -8 | 0 | 2 | -1.7 | 7 | -7 | 3 | / | -5 | 0.3
CCCn1nnc(NC(=O)c2ccc(-c3cc(Cl)ccc3Cl)o2)n1 | 0 | 0 | -1 | -0.3 | -7 | -4 | -6 | -22 | -3 | -3.9
COc1ccc([C@@H]2COc3c(ccc4c3C=CC(C)(C)O4)C2)c(OC)c1 | 5 | 1 | -1 | 0.6 | 1 | 4 | 2 | -9 | -11 | -0.1
COc1ccc(/C=C/C(=O)Oc2ccc(/C=N/NC(=O)c3ccccc3)cc2)cc1OC | -16 | -13 | -2 | -0.2 | -2 | -3 | -4 | -13 | 5 | -3.0
CC(=O)Nc1nc(-c2ccc(Br)s2)cs1 | 1 | -2 | -2 | -0.7 | -13 | -1 | 2 | -14 | 1 | -0.1
COc1ccc(S(=O)(=O)N2CCC(C(=O)NCC3CCCO3)CC2)cc1C (centres undefined) | -4 | 6 | -3 | 0.8 | 11 | -1 | 6 | -3 | 1 | -2.8
C/C(=N\NC(=O)CNC(=O)c1ccc(F)cc1)c1ccco1 | 2 | 5 | 0 | 0.7 | 1 | 0 | 1 | 11 | -1 | -1.9
CCCCN(C(=O)Nc1ccccc1)C1CCS(=O)(=O)C1 (centres undefined) | 2 | 0 | -6 | 0.2 | -3 | 0 | -3 | -2 | -1 | -0.8
COC(=O)C1C(=O)C2=C(CC1C)Nc1ccccc1NC2c1ccc(C)s1 (centres undefined) | 5 | -7 | 0 | 0.3 | -10 | -2 | / | 0 | -1 | -1.7
CN1CCC(N(C)C(=O)c2ccc(Cl)c(S(=O)(=O)N3CCc4ccccc43)c2)CC1 | 0 | -4 | 4 | 0.6 | -7 | 4 | 11 | -39 | 0 | 0.1
CCN(CC)S(=O)(=O)c1ccc2oc(C(=O)NC(C)C)c(C)c2c1 | 6 | 5 | 0 | -0.1 | -14 | 1 | 8 | -37 | -5 | 0.3
CC1CCN(CC(O)COC2CC(C)CCC2C(C)C)CC1 (centres undefined) | -3 | 4 | / | 1.0 | -14 | 1 | 4 | 11 | 0 | -0.6
COC(=O)C1=C(CS(=O)(=O)c2ccc(Cl)cc2)NC(=O)NC1c1ccc(O)c(OC)c1 (centres undefined) | -5 | -1 | 2 | 0.0 | 0 | -3 | 7 | 4 | 0 | 0.3
O=C(NC(=S)Nc1ccc(S(=O)(=O)N2CCCCC2)cc1)c1ccc(Cl)cc1 | -1 | -3 | 4 | -0.9 | 6 | -1 | 0 | / | -4 | -1.3
Cc1nc(C(=O)N/N=C/c2[nH]ncc2Br)cs1 | -7 | 5 | -1 | 0.2 | -6 | 4 | 0 | 10 | 3 | -1.4
COC(=O)c1cc2c(cc1Cl)N1CCCCCC1=NS2(=O)=O | 1 | -3 | 3 | 0.0 | -8 | 1 | -14 | / | -3 | -0.6
Cc1cc(C)c(S(=O)(=O)NCCCN2CCOCC2)cc1Br | -26 | 2 | -14 | 1.9 | -5 | 1 | -6 | 33 | 1 | -3.1
Cc1ccc(CN2CC(C(=O)N3CCN(c4ccccc4O)CC3)CC2=O)cc1 (centres undefined) | 0 | 7 | -4 | -1.6 | -12 | 1 | -20 | 24 | 2 | -1.2
COc1cc(NC(=O)CSc2nc3c(C)ccc(C)c3cc2C)c(C(=O)O)cc1OC | 2 | -6 | -8 | 0.3 | -8 | -2 | 3 | / | 1 | -0.6
N#Cc1cccc(NC(=O)NCCc2c[nH]c3ccccc23)c1 | -2 | 4 | / | 0.5 | -8 | -4 | -9 | 7 | 2 | -0.7
COc1ccc(OC)c(NC(=O)COC(=O)CSc2ccc(Cl)cc2)c1 | -3 | -8 | 1 | 0.9 | -17 | -5 | 2 | 8 | -4 | -0.7
c1ccc(OCCOCCN2CCN(C(c3ccccc3)c3ccccc3)CC2)cc1 | -2 | -6 | -1 | -1.5 | 4 | -3 | / | -3 | -11 | -4.0
CNC(=S)Nc1cc(C(=O)N2CCCC2)ccc1N1CCCC1 | -3 | 0 | / | 1.3 | 4 | -1 | -2 | 14 | -2 | 0.7
CC(=O)Nc1ccc(C(C#N)c2ccccc2)cc1 (centres undefined) | -6 | -3 | -1 | 0.2 | 3 | -3 | 2 | 12 | -2 | 0.1
CCOC(=O)c1c(NC(=O)CN2C(=O)NC3(CCC(CC)CC3)C2=O)sc(C)c1-c1ccc(C)cc1 (centres undefined) | 1 | 3 | -5 | -0.1 | -2 | -1 | 10 | 24 | -3 | -0.5
O=C(CSc1ccc(-c2ccccc2)nn1)NCC1CCCO1 (centres undefined) | -4 | -5 | -2 | -0.4 | -5 | -5 | 14 | 10 | 3 | -2.8
COc1ccccc1CNC(=O)c1cc(C)nc2ccccc12 | 0 | 1 | -7 | 0.1 | -9 | -3 | -10 | / | -2 | -2.2
CCOc1ccc(N(CC(=O)NN=C2CCN(C)CC2)S(=O)(=O)c2ccc(Br)cc2)cc1 | 3 | 4 | 0 | 1.1 | -5 | -2 | 1 | 17 | -6 | -1.2
O=C(C1CCCN(Cc2ccccc2[N+](=O)[O-])C1)N1CCCCC1 (centres undefined) | -4 | -7 | -1 | -0.7 | -4 | -7 | 0 | / | 0 | -0.6
O=C(NCc1ccco1)/C(=C/c1ccco1)NC(=O)c1ccc(Br)o1 | -9 | -1 | -5 | 6.0 | 6 | 3 | 1 | 24 | -1 | -0.4
CC(=O)Oc1ccc(/C=C2/CCc3ccccc3C2=O)cc1 | -2 | 4 | 15 | -1.5 | -13 | -5 | 8 | -3 | -5 | -0.9
Cc1cccc(Cn2cccc2/C=C2/C(=N)N3C=CSC3=NC2=O)c1 | 1 | -1 | -1 | 1.2 | 7 | 1 | 0 | 8 | 3 | -1.4
Brc1cc(/C=N/n2cnnc2)oc1Br | -11 | -4 | 5 | 1.3 | 2 | -5 | -5 | 30 | -2 | -2.4
Cc1ccccc1C(=O)N1CCN(C(c2ccccc2)c2ccccc2)CC1 | 2 | -5 | -4 | -1.9 | 3 | -3 | 16 | 8 | -12 | 2.4
COc1ccc([C@H]2CC(=O)C=C(c3cccc4c3Oc3ccccc3S4)C2)cc1OC | -1 | 1 | -5 | -0.5 | -5 | -4 | 1 | -80 | 0 | 0.1
Cc1ccc2c(c1)NC(C(C)(C)C)CO2 (centres undefined) | -1 | -1 | 1 | 1.3 | -1 | -1 | 8 | 12 | -1 | -1.1
CCn1c(SCC(=O)N2CCCc3ccccc32)nc2c1c(=O)n(C)c(=O)n2C | -10 | 1 | / | 1.4 | 2 | -1 | -2 | 11 | 3 | -2.7
COCCNS(=O)(=O)c1ccc(C)c(C)c1C | 0 | 6 | -1 | 1.1 | -13 | -3 | -2 | -6 | 0 | -1.0
CCCCn1c(N)c(N(CCOC)C(=O)COC(=O)COc2ccc(CC)cc2)c(=O)[nH]c1=O | -5 | 0 | -6 | -1.8 | -3 | 3 | 3 | -46 | 3 | -2.8

Among those listed so far, these contain a Cl atom:
compound | RTF Ca sens inh | cardiac RTF act | CAL PDZ FP-1 | LANA DNA inh | PKA-R2B activ | Keap1 Nrf2 FP | Rtt109 Vps75 | SR-BI uptake up | DAGLB inh | CAL PDZ FP-2
CN1CCN(C(=O)c2cc(COc3ccc(F)cc3Cl)on2)CC1c1ccccc1 (centres undefined) | 16 | 2 | -7 | -0.4 | 1 | 1 | 1 | -38 | -5 | -1.0
CCCn1nnc(NC(=O)c2ccc(-c3cc(Cl)ccc3Cl)o2)n1 | 0 | 0 | -1 | -0.3 | -7 | -4 | -6 | -22 | -3 | -3.9
CN1CCC(N(C)C(=O)c2ccc(Cl)c(S(=O)(=O)N3CCc4ccccc43)c2)CC1 | 0 | -4 | 4 | 0.6 | -7 | 4 | 11 | -39 | 0 | 0.1
COC(=O)C1=C(CS(=O)(=O)c2ccc(Cl)cc2)NC(=O)NC1c1ccc(O)c(OC)c1 (centres undefined) | -5 | -1 | 2 | 0.0 | 0 | -3 | 7 | 4 | 0 | 0.3
O=C(NC(=S)Nc1ccc(S(=O)(=O)N2CCCCC2)cc1)c1ccc(Cl)cc1 | -1 | -3 | 4 | -0.9 | 6 | -1 | 0 | / | -4 | -1.3
COC(=O)c1cc2c(cc1Cl)N1CCCCCC1=NS2(=O)=O | 1 | -3 | 3 | 0.0 | -8 | 1 | -14 | / | -3 | -0.6
COc1ccc(OC)c(NC(=O)COC(=O)CSc2ccc(Cl)cc2)c1 | -3 | -8 | 1 | 0.9 | -17 | -5 | 2 | 8 | -4 | -0.7

Screens: PubChem BioAssay, several laboratories
